# Screening data from PubChem.
# Lipid storage S3 = qHTS Assay for Lipid Storage Modulators in Drosophila S3 Cells | Drosophila S3 cells, BODIPY lipid droplet fluorescence, 18-24 h; cells fed with added oleic acid | lipid storage change, negative = inhibition, % at the top dose, mostly 46.1 µM; hits show Potency in µM | 320,000 tested, 0.64% active | AID 2685; active = well fitted inhibition curve with a large enough effect in the signal ratio, with a control signal flat, not every such curve was filed as active; inconclusive = small, poorly fitted or top-dose-only effect, or effect the other way, or a change in a side signal; the % refers to the signal ratio
#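 Laser-scanning cytometry quantifies lipid droplet accumulation (500–530 nm total intensity; droplet/cell object ratio) in oleic acid-fed (400 uM added) Drosophila S3 cells treated with a concentration series. 20 uM Triacsin C defined 100% inhibition.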
# Lipid storage S3 cell count max = further read-out of Lipid storage S3, marked with its call; cell number change, %; measured here: cell count max response;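 cells counted by Cell Tracker Red CMTPX staining in the red channel; peak over a dose series mostly up to 46.1 µM; percent activity relative to internal control wells on each plate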
# Numbers without * were called inactive; i = inactive; ? = inconclusive; · = no result given. % is scaled to controls: 0 for no effect and ±100 for the full control effect; potency is read from the fitted curve at half-maximal effect.
SMILES	Lipid storage S3	Lipid storage S3 cell count max
CC(C)(C)NC(=O)CSc1nncn1-c1ccccc1	2%	13
O=C(Nc1cccc(S(=O)(=O)Nc2ccc(Cl)cc2)c1)c1ccc[n+]([O-])c1	4%	16
Cc1c(C(=O)N(C)Cc2ccc(OC(F)F)cc2)oc2ccccc12	?	·
CCC(C)[C@H](NC(=O)NCCC1=CCCCC1)C(=O)O (stereo not given in full)	?	·
CCNC(=O)NC(=O)C(C)OC(=O)c1ccc(SC)cc1OC (stereo not given)	-3%	-2
CC(=O)N1CCN(c2ccccc2NC(=O)COc2ccc(Br)cc2)CC1	5%	15
Cc1ccccc1Nc1nc(N)nc(CN(C)Cc2ccccc2Cl)n1	?	·
CCOC(=O)c1sc(=S)n(C)c1NC(=O)c1ccc(OC)cc1	?	·

# An excerpt from above in order of formula weight, smallest number first.
SMILES	Lipid storage S3	Lipid storage S3 cell count max
CCC(C)[C@H](NC(=O)NCCC1=CCCCC1)C(=O)O (stereo not given in full)	?	·
CCOC(=O)c1sc(=S)n(C)c1NC(=O)c1ccc(OC)cc1	?	·
Cc1ccccc1Nc1nc(N)nc(CN(C)Cc2ccccc2Cl)n1	?	·

# Continuation:
SMILES	Lipid storage S3	Lipid storage S3 cell count max
O=C(CSc1n[nH]c(-c2ccncc2)n1)c1cccc([N+](=O)[O-])c1	-2%	-4
COc1ccc(C(CNC(=O)C2CC(=O)N(Cc3ccccc3)C2)N2CCOCC2)cc1 (stereo not given)	i	11
Cc1cnc(NC(=O)CSc2ccc(Cl)cc2)s1	?	·
COc1ccc(-c2cc(C)no2)cc1S(=O)(=O)Nc1cccc(C)c1	?	·
Cc1nonc1OCCNCCNc1ccc([N+](=O)[O-])cc1Cl	2%	-1
CCc1cccc(CC)c1N1C(=O)c2cc(N3CCOCC3)c([N+](=O)[O-])cc2C1=O	?	·
O=C(O)c1ccc(N2CCN(c3ccc(Cl)cc3)CC2)c([N+](=O)[O-])c1	?	·
COc1ccc(C2C3CCCCC3(O)CCN2C(=O)c2cccs2)cc1 (stereo not given)	?	·
Cc1cc(OCC(=O)Nc2ccncc2)cc(C)c1Br	?	·
O=C(NC(=O)c1ccccc1N1CCCCC1)Nc1ccc(Br)cc1	11%	9
COc1ccc(NC(=O)NCCN2CCN(c3ccc(C)cc3)CC2)c(Cl)c1	4%	-20
N#C/C(=C(/O)COc1ccc(Br)cc1)c1nnc2n1CCCCC2	?	·
CCCCC(CCC(=O)Nc1cccc([N+](=O)[O-])c1)C(=O)O (stereo not given)	3%	6
COC(=O)c1ccc(Cl)c(NC(=O)CN(c2ccccc2)S(=O)(=O)c2ccc(OC)cc2)c1	-5%	-1
CCOC(=O)c1c(COc2ccccc2)oc2ccc(O)cc12	?	·
CCOc1ccc(C(=O)NCC(=O)OCC(=O)Nc2ccccc2OC)cc1	?	·
O=C1ON=C(c2ccc([N+](=O)[O-])cc2)/C1=C/c1ccccc1O	i	-7
CCc1cccc(OCC(=O)N(C)CC(=O)Nc2cccc(F)c2)c1	?	·
COc1ccc(Cc2nc(C(=O)Nc3ccc(F)cc3)cs2)cc1	i	·
CCCCOC(=O)c1ccc(NS(=O)(=O)c2cc(-c3nnnn3CC)ccc2OC)cc1	?	·
COc1ccc(NS(=O)(=O)c2cccc(C(=O)NCc3cccnc3)c2)cc1	?	·
Cc1cc(-c2nn(-c3ccccc3F)cc2CN2CCCC(CO)C2)c(C)s1 (stereo not given)	?	·
CCOc1nc(C)ccc1-c1noc(-c2cccnc2)n1	?	·
CN(C)c1ccc(/C=N/N=C2/SC(CC(=O)O)C(=O)N2c2ccc(O)cc2)cc1 (stereo not given)	i	4
CC(=O)Nc1cccc(/C(C)=N/NC(=O)c2ccc3c(c2)OCO3)c1	2%	15
CCCCNc1cnn(-c2ccccc2)c(=O)c1Cl	?	·
CCOC(=O)Cn1cc(/C=N/NC(=O)c2cc3ccccc3o2)c2ccccc21	?	·
O=C(/C=C/c1ccc[nH]1)c1ccc(F)cc1	?	·
COc1cccc(NC(=O)CSc2nc3scc(C)c3c(=O)[nH]2)c1	0.58µM*	2.6*
COc1ccc(NC(=O)CN2C(=O)c3cccc4cccc2c34)c(OC)c1	-1%	-22
Nc1ncnc(Nc2cc(C(F)(F)F)cc(C(F)(F)F)c2)n1	7%	16
Cn1c(C(=O)N2CCC(C(=O)NCc3ccccc3)CC2)cc2sccc21	?	·
Cc1ccc(OCC(=O)N2CCCCCCC2)cc1	?	·
COc1cc2ncnc(NCCCN3CCOCC3)c2cc1OC	?	·
COc1ccc([N+](=O)[O-])cc1NC(=O)C(C)c1ccccc1 (stereo not given)	-23%	2
Cc1ccccc1/C=C/C12NC(=O)CN1c1ccccc1C2(C)C (stereo not given)	?	·
C/C=C\C=C/C(=O)Nc1cccc(C2=NOC3(C2)C[C@@H](C(N)=O)N(C(=O)C2(C)CC2)C3)c1 (stereo not given in full)	?	·
COc1ccc(Nc2nc(N)nc(CSc3nccc(C)n3)n2)cc1	?	·
Cc1ccc2nc(-c3ccc(NC(=O)COCC(=O)O)cc3)sc2c1	?	·
O=S1(=O)CC/C(=N/Nc2ccccn2)c2cc(F)ccc21	10%	5

# Some of the entries so far, as labelled records.
SMILES: Cc1ccc(OCC(=O)N2CCCCCCC2)cc1
  Lipid storage S3: ?
  Lipid storage S3 cell count max: ·

SMILES: COc1cc2ncnc(NCCCN3CCOCC3)c2cc1OC
  Lipid storage S3: ?
  Lipid storage S3 cell count max: ·

SMILES: COc1ccc([N+](=O)[O-])cc1NC(=O)C(C)c1ccccc1 (stereo not given)
  Lipid storage S3: -23%
  Lipid storage S3 cell count max: 2

SMILES: Cc1ccccc1/C=C/C12NC(=O)CN1c1ccccc1C2(C)C (stereo not given)
  Lipid storage S3: ?
  Lipid storage S3 cell count max: ·

# (listing goes on)
SMILES	Lipid storage S3	Lipid storage S3 cell count max
O=C(NC1CCC(O)CC1)c1cccc2cccnc12 (stereo not given)	?	·
Cc1nc(S(=O)(=O)c2ccc(Cl)cc2Cl)nc2c1CCC2	11%	23
Cc1cccc(CC(C)NC(=O)CCc2nnc(-c3ccccc3)o2)n1 (stereo not given)	5%	13
O=C1CSC(=S)N1/N=C/c1ccc(Cl)c([N+](=O)[O-])c1	4%	12
COC(=O)c1coc(-c2ccc(OC)cc2)c1C(=O)OC	?	·
CN1CCC(N(C)C(=S)NC(=O)C23CC4CC(CC(C4)C2)C3)CC1	-6%	-2
CC(=O)c1cccc(NC(=O)c2noc3c2CCc2ccccc2-3)c1	-15%	-10
O=C(NC1CCOC1)c1ccc(OC2CCN(CCc3ccccc3)CC2)cc1 (stereo not given)	-6%	-24
c1ccc(Cn2nnc3c(NCCN4CCOCC4)ncnc32)cc1	i	-7
O=C(COc1ccc([N+](=O)[O-])cc1)NCCc1nc2ccccc2[nH]1	-5%	9
Cc1nc(SCc2ccc(F)cc2)n[nH]1	-5%	8
C/C(=N\NC(=O)CN1CCN(Cc2ccc(C)cc2)CC1)c1ccncc1	4%	1
O=C(CSc1nc2ccccc2c(=O)[nH]1)Nc1ccc(N2CCOCC2)c(Cl)c1	?	·
CCC(=O)Nc1cccc(-n2nnnc2SCC(=O)N(C(C)C)C(C)C)c1	i	4
COc1cc(C)cc(OC)c1OCC(=O)Nc1cc(C)on1	?	·
Cc1cc(C)c(C(=O)N2CCCC(Nc3ccc(C)c(C)c3)C2)o1 (stereo not given)	?	·
CCOC(=O)c1nc(Nc2cc(C)cc(C)c2)c2ccccc2n1	?	·
CS(=O)(=O)N1CCN(CC(=O)NC2CCCC2)CC1	?	·
COCCN(Cc1cn(C)nc1-c1ccc(Oc2ccccc2)cc1)C(C)C	?	·
COc1ccc(NS(=O)(=O)c2ccc(NC(=O)CCNS(=O)(=O)c3ccc(C)cc3)cc2)cc1	9%	5
O=c1cc(CN2CCN(CCO)CC2)c2cc3c(cc2o1)CCC3	-6%	-8
O=C1CN(C(=O)c2ccccc2F)C(c2ccc(F)cc2)c2cc(Br)ccc2N1 (stereo not given)	0%	-13
CNc1snc(C)c1C(=O)OCC(=O)c1ccc(Cl)cc1	?	·
CCC1=NN2C(=N)/C(=C\c3cccn3-c3ccc(Br)cc3)C(=O)N=C2S1	-2%	6

# Copied from the list:
# In Lipid storage S3, CCC1=NN2C(=N)/C(=C\c3cccn3-c3ccc(Br)cc3)C(=O)N=C2S1 reads -2%
# In Lipid storage S3 cell count max, O=c1cc(CN2CCN(CCO)CC2)c2cc3c(cc2o1)CCC3 reads -8

# Additional compounds follow.
SMILES	Lipid storage S3	Lipid storage S3 cell count max
Clc1ccc(OCCn2ccnc2)c(Cl)c1	?	·
CCc1c(C)c2cc(Cl)c(O)c(CN3CCCCC3)c2oc1=O	-1%	6
COc1ccc(CCNS(=O)(=O)CCNC(=O)c2ccc3c(c2)OCO3)cc1OC	?	·
O=C1OC(/C(=C\Nc2cc(Cl)ccc2O)[N+](=O)[O-])c2ccccc21 (stereo not given)	-5%	18
Cc1cc(C)cc(C(=O)NCC(=O)OCc2c(C)noc2C)c1	-1%	1
CC1CCN(c2ccc(C(F)(F)F)cc2N)CC1	?	·
COC(=O)/C(C#N)=C/c1c(Oc2cc(C)cc(C)c2)nc2c(C)cccn2c1=O	?	·
CC(NC(=O)C(C)(C)C)C(c1cccs1)N1CCN(Cc2ccccc2)CC1 (stereo not given)	-12%	9
Cc1cc(C(=O)Nc2ccc(C)c(C)c2)n(-c2ccccc2)n1	6%	6
Cc1ccc(Nc2nc(N)[nH]c(=O)c2N=O)cc1	-1%	11
COC(=O)c1ccc(CNC(=O)CCc2c[nH]c3ccccc23)cc1	?	·
O=C(CCC(=O)c1ccc[nH]1)c1ccc(Cl)cc1	?	·
CCCCOc1ccccc1NC(=O)C=C(C)C	?	·
Cc1ccccc1OCC(O)Cn1c(NCc2ccccc2)nc2c1c(=O)[nH]c(=O)n2C (stereo not given)	?	·
CN1CCc2nc(SCC(=O)Nc3ccc(OC(F)(F)F)cc3)c(C#N)c(-c3cccs3)c2C1	?	·
COc1ccc(NC(=O)CSc2ccc(-c3ccco3)nn2)cc1OC	4%	-7
COc1ccc2c(CC(=O)N3CCN(S(=O)(=O)c4ccc(F)cc4)CC3)coc2c1	?	·
Cc1ccc(CNC(=O)C2CCN(S(=O)(=O)c3ccc4nc5c(c(C(=O)O)c4c3)CC(C)CC5)CC2)cc1 (stereo not given)	-19%	10
Cc1cccc(N(C(=O)c2snc(C(N)=O)c2N)C(C(=O)NCc2ccccc2)c2ccncc2)c1 (stereo not given)	4%	5
NS(=O)(=O)c1cccc(NC(=S)NCc2ccccc2)c1	?	·
CCn1cc(CNC(=O)c2cc([N+](=O)[O-])c(C)c([N+](=O)[O-])c2)cn1	13%	1
O=C(Nc1ccc(SC(F)F)cc1)c1ccc2nccnc2c1	?	·
O=C(Nc1cc(S(=O)(=O)N2CCOCC2)ccc1O)c1ccc2c(c1)S(=O)(=O)c1ccccc1C2=O	?	·
Fc1ccc(-c2ccnn2-c2ccccc2)cc1	0%	-25
C=CCNC(=O)CN1CCC(n2nnc3cc(C(F)(F)F)ccc32)CC1	0%	-11
Cc1ccc(NC(=O)C2c3ccccc3Oc3ccccc32)c(C)c1	20%	20
N/C(=N\OC(=O)COc1ccccc1Cl)c1ccccn1	?	·
CN(C)C(=O)N1CCN(C(=O)c2ccco2)CC1	?	·
O=C(Nc1nc2ccccc2s1)c1cccc(N2C(=O)CCC2=O)c1	?	·
COc1ccc(C2OC(=O)CC2C(=O)NCc2ccc(F)cc2)cc1OC (stereo not given)	-2%	6
OCc1c(OCc2cccc(F)c2)ccc2ccccc12	?	·
Cc1cccc(OCC(O)Cn2c(=N)n(Cc3ccccc3)c3ccccc32)c1 (stereo not given)	?	·
CCc1noc(C)c1C(=O)NCCN1C(=O)S/C(=C\c2ccc(OC)cc2)C1=O	?	·
Cc1cc(NC(=O)CCC(=O)N(CC(=O)NCC2CCCO2)c2ccc(C(C)C)cc2)no1 (stereo not given)	?	·
O=C(CCNC(=O)c1ccc(Br)cc1)NCc1ccccc1F	i	3
O=C1c2cccnc2C(=O)N1c1cccc(-c2nc3ccccc3o2)c1	i	·
COCCOC(=O)c1c(C)oc2ccc(O)c(CN3CCC(C)CC3)c12	?	·
CCCCC1CC1C(=O)Nc1ncc2c(n1)CC(C)(C)CC2=O (stereo not given)	i	-8
N=C(N)Sc1nc(N2CCCCC2)nc(N2CCCCC2)n1	-23%	2
CC1(C)CC(=O)C/C(=N\NC(=O)C2CC2c2ccccc2)C1 (stereo not given)	-6%	-15
COc1ccc(NC(=S)N/C(=N/CS(=O)(=O)c2ccccc2)c2ccccc2)cc1	0%	2
Clc1cccc(-c2noc3ncnc(Nc4ccc5c(c4)OCO5)c23)c1	?	·
CC1(C)CC(=O)c2cc(C(=O)NCc3ccco3)c(=O)n(-c3ccccc3)c2C1	i	·
CC(=O)NCC(=O)OC(C(=O)c1ccccc1)c1ccc(Cl)cc1 (stereo not given)	-6%	-24
O=C1OCC2=C1C(c1ccc(Cl)cc1)CC(=O)N2c1ccc(F)cc1 (stereo not given)	?	·
Cc1cccc(C)c1NC(=O)NCCSc1snnc1C	?	·
COc1ccc(CN(C)C(=O)c2ccc(OCC(=O)Nc3cccc(C(F)(F)F)c3)c(OC)c2)c(OC)c1	?	·

# Only part of the results is shown. The share of hits here may be higher or lower than overall.
